Compound activity: PubChem BioAssay, National Center for Advancing Translational Sciences (NCATS)
Chronic BCR inh – qHTS Assay to Find Inhibitors of Chronic Active B-Cell Receptor Signaling. ABC-DLBCL IkBa-CBG/CBR reporter, luminescence ratio, 4 h. Potency, µM (series often up to 46.1 µM), for the others: at the highest dose ratio change, negative = lower green/red ratio, most hits filed as inhibitors. hit rate 0.05% among 340,000. AID 493014, 2011; active means well fitted inhibition curve with a large enough effect in the signal ratio, with a control signal flat, not every such curve was filed as active; inconclusive means small, poorly fitted or top-dose-only effect, or effect the other way, or a change in a side signal; the % refers to the signal ratio;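 further: plate controls were basal doxycycline-induced cells for no effect and cells given 10 µM MG132 for full effect; MG132 reads +100%, hits lower the ratio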
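Cell line TMD8 (human ABC DLBCL), stably expressing tet-inducible CBG68-IkBa fusion and CBR; IMDM/0.5% FBS; cpd up to 46 uM; dox induction, 4 h, 37C/5% CO2; dual luminescence; green/red ratio; MG132 control.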
An asterisk follows results filed as active; u = inconclusive. Potency means the concentration at half of the fitted maximal effect.

SMILES	Chronic BCR inh
COc1ccc(-n2cc(-c3ccccc3)c3c(NCc4cccc(Cl)c4)ncnc32)cc1	u
CCOc1ccc(S(=O)(=O)NCC(c2ccco2)S(=O)(=O)c2cccs2)cc1 (centres undefined)	-9%
CCCCNc1ncnc2c1nnn2C	u
O=C(NCc1ccccc1Cl)c1ccc2c(c1)N(Cc1ccccc1)C(=O)CS2	8%
O=C(CSc1nc(=O)n(CCN2CCOCC2)c2c1CCC2)Nc1ccc(F)cc1F	5%
Cc1cccc(Cn2c(CN3CCC(C(=O)NC(C)C)CC3)cc3ccccc32)c1	u
Cc1c(C(=O)Nc2ccccc2Br)oc2ccc(S(=O)(=O)N3CCCCC3)cc12	15%
O=C(Nc1cnc(N2CCN(c3ccccc3)CC2)c(C(=O)O)c1)c1cccs1	-1%
CCOC(=O)c1c(NC(=O)COc2ccc(Br)cc2)sc2c1CCCC2	3%
COc1ccc(NC(=O)CSc2nc3nc(C)c(Cc4ccc(C)cc4)c(C)n3n2)cc1OC	-4%
CCOC(=O)c1c(NC(=O)c2ccc(S(=O)(=O)N(C)C)cc2)sc2c1CCN(C)C2	1%
COc1ccccc1CNc1nccn(-c2ccccc2)c1=O	u
COc1ccccc1CCNc1ncnc2c1nnn2C	u
CCOC(=O)N1CCc2c(sc(NCc3ccc(OC)c(OC)c3OC)c2C(=O)Nc2ccc(OC)cc2OC)C1	u
CCOc1ccc(-c2cc(C(=O)N3CCN(c4ccc(C)cc4)C(C)C3)c3ccccc3n2)cc1 (centres undefined)	8%
Cc1cccc2sc(N(Cc3cccnc3)C(=O)CCc3ccccc3)nc12	u
CCCNC(=O)CN1CCN(c2ccc(NC(=O)c3ccc(OC)cc3)cc2C(=O)O)CC1	-23%
CCOC(=O)c1cc(-c2ccccc2)n(-c2cccc(C(=O)Nc3cccc(F)c3)c2)c1C	20%
CCC(CC)C(=O)N1CCc2cc(OC)c(OC)cc2C1COc1ccc(F)cc1 (centres undefined)	-4%
CCn1c(=O)c2c(nc3n2CCN3c2ccc(OC)cc2)n(C)c1=O	21%
COCCN(CCOC)S(=O)(=O)c1ccc(C(=O)Nc2sc3c(c2C(=O)OC)CCN(C)C3)cc1	-2%
O=C(CN1CCN(Cc2ccc(F)cc2)C1=O)NCc1ccc(F)cc1	25%
CCN(CC)C(=O)c1sc2c(c1C)c(=O)n(Cc1ccccc1)c(=O)n2Cc1cc(C)ccc1C	18%
Cc1cc(C)c2c(NC(=O)c3ccccc3)c(C(=O)Nc3ccc(F)cc3)sc2n1	u
COc1ccc(-n2c(/C=C/c3cccc4ccccc34)nc3ccccc3c2=O)cc1Cl	-14%
SMILES	Chronic BCR inh
COc1ccccc1-c1c(C)nn2c(N3CCN(c4ccccc4)CC3)cc(C)nc12	-7%
Cc1ccc(CCNC(=O)CCSCc2ccccc2Cl)cc1	-1%
COc1ccc(-c2nc3scc(CCNS(=O)(=O)c4ccc5c(c4)OCCO5)n3n2)cc1	u
O=C(COC(=O)C(Cc1c[nH]c2ccccc12)NC(=O)c1ccc(Cl)cc1)c1ccc(Cl)cc1 (centres undefined)	8%
CC(=O)c1ccc(N2CCN(c3ncnc4c3c(-c3ccccc3)cn4-c3cccc(C)c3)CC2)cc1	-3%
Cc1ccc(-n2c(=O)c3cccnc3n2CC(=O)Nc2cc(C)cc(C)c2)cc1	9%
COc1ccc(OC)c(C2c3c(oc4ccc(C)cc4c3=O)C(=O)N2CCCN(C)C)c1 (centres undefined)	6%
CCOC(=O)c1ccc(CN(Cc2ccc(F)cc2)S(=O)(=O)c2cc(C(=O)Nc3ccccc3CC)ccc2F)cc1	8%
CC(C)Oc1cccc(C(=O)Nc2ccc3oc(-c4ccccc4)nc3c2)c1	u
COc1ccc(NC(=O)c2oc3ccc(S(=O)(=O)N(C)C4CCCCC4)cc3c2C)cc1Cl	2%
Cc1ccc(N2CC(NC(=O)c3ccc(S(=O)(=O)N4CCOCC4)cc3)CC2=O)cc1 (centres undefined)	-4%
CCCCCCNc1nc2c(c(=O)n(C)c(=O)n2C)n1Cc1cccc(C)c1	15%
CC(C)(C)c1ccc(C(=O)NC(Cc2c[nH]c3ccccc23)C(=O)OCC(=O)c2ccc(Br)cc2)cc1 (centres undefined)	u
Nc1nc(Nc2cccc(Cl)c2)sc1C(=O)c1ccc(F)cc1	u
Cc1ccccc1CN1C(=O)c2ccccc2Sc2ccc(C(=O)NCCc3ccccc3)cc21	-1%
O=C(NCC(c1ccco1)S(=O)(=O)c1cccs1)c1ccc(F)c(F)c1 (centres undefined)	u
O=C(CC1N=C2c3ccccc3N=C(SCc3ccccc3F)N2C1=O)NCc1cccs1 (centres undefined)	2%
Cc1ccccc1NC(=O)c1ccc(F)c(S(=O)(=O)N2CCc3ccccc3C2)c1	-2%
O=C(NCCc1ccccc1)c1ccc2c(c1)N(Cc1ccccc1Cl)C(=O)c1ccccc1S2	u
Cc1ccc(C)c(NC(=O)Cn2nnc(C(=O)NCc3ccccc3Cl)c2N)c1	1%
COc1ccc(C2=CC(c3ccc(N(C)C)cc3)n3nnnc3N2)cc1 (centres undefined)	-2%
Cc1ccc(CSC2=Nc3ccccc3C3=NC(CCC(=O)NCc4cccs4)C(=O)N23)c(C)c1 (centres undefined)	u
O=C(C1CCCCC1)N(Cc1cccnc1)c1nc2c(F)cccc2s1	u
CCOC(=O)c1ccccc1NC(=O)c1c(-c2ccccc2)noc1C	14%
O=C(CCSCc1ccc(Cl)cc1)N1CCN(c2ccccc2F)CC1	-1%
SMILES	Chronic BCR inh
CC(=O)N1CCN(c2nc3c(F)cc(F)cc3s2)CC1	13%
CCOC(=O)c1c(S(=O)(=O)NCC(=O)Nc2ccc(C)c(N(C)C)c2)c(C)n(C)c1C	-6%
Cc1nc2c(C(=O)NCCc3ccc(Cl)cc3)cnn2c(C)c1Cc1c(F)cccc1Cl	9%
COc1ccc(S(=O)(=O)NCCc2csc3nc(-c4cccc(C)c4)nn23)cc1F	2%
CCCCN(CC)c1nc(-c2ccccc2F)nc2ccccc12	28%
CCN(CC)CCNC(=O)c1ccc2c(c1)NC(=O)C(CS(=O)(=O)Cc1ccc(F)cc1Cl)N2 (centres undefined)	3%
COc1ccc(CCNC(=O)Cn2nc(-c3ccc(Cl)cc3)ccc2=O)cc1OC	u
Cc1c(C(=O)Oc2ccc(Br)cc2)sc2ncn(Cc3ccccc3F)c(=O)c12	u
COc1ccccc1NC(=O)CSc1nnc(N)s1	-5%
COc1ccc(-c2cc(C(C)=O)c(C)n2CCC(=O)Nc2cc(C)ccc2OC)cc1	u
CCCCOC(=O)c1ccc(Nc2ncnc3c2cnn3-c2cccc(C)c2)cc1	2%
COc1ccc(CCNc2ncnc3c2c(-c2ccccc2)cn3-c2ccc(F)cc2)cc1OC	u
COc1ccc(N2CCN(Cc3nc4c(c(=O)n(C)c(=O)n4C)n3C(C)C)CC2)cc1	u
COC(=O)c1cc2sccc2n1Cc1ccc(F)cc1	u
Cc1ccc(Cl)cc1NC(=O)COC(=O)CC(C)(C)CC1=NS(=O)(=O)c2ccccc2N1	-13%
O=C(NCCc1ccc(Cl)cc1)C(=O)NCC(c1cccs1)S(=O)(=O)c1cccs1 (centres undefined)	u
Cc1ccc(Cl)cc1NC(=O)c1cnn2c(C(F)F)cc(-c3ccccc3)nc12	u
COc1ccc(-c2cc(C(=O)N3CCN(c4ccccc4OC)CC3)c3cc(C(C)C)ccc3n2)cc1	5%
O=C(CC1N=C2c3ccccc3N=C(SCC(=O)Nc3ccc(F)cc3)N2C1=O)NCc1ccc2c(c1)OCO2 (centres undefined)	u
Cc1ccc(CNC(=O)c2ccc(CSCc3ccccc3C)o2)cc1	u
O=C1CCCc2cc(S(=O)(=O)NCC3CCC(C(=O)Nc4ccc(Cl)cc4)CC3)ccc2N1 (centres undefined)	3%
COc1ccc(C(=O)NC2CC(=O)N(c3ccc4c(c3)OCCO4)C2)cc1 (centres undefined)	3%
O=C(CSc1ccnc(=O)[nH]1)NCc1ccc(F)cc1	u
Cc1ccc(-n2ncc3c(N4CCN(Cc5ccccc5)CC4)ncnc32)cc1	6%
CCOC(=O)CSc1nc2c(sc3ccccc32)c(=O)n1CCc1ccccc1	-1%

Four structures from above, ordered by formula weight, falling.
SMILES	Chronic BCR inh
COCCN(CCOC)S(=O)(=O)c1ccc(C(=O)Nc2sc3c(c2C(=O)OC)CCN(C)C3)cc1	-2%
O=C(CC1N=C2c3ccccc3N=C(SCc3ccccc3F)N2C1=O)NCc1cccs1 (centres undefined)	2%
Cc1c(C(=O)Oc2ccc(Br)cc2)sc2ncn(Cc3ccccc3F)c(=O)c12	u
Cc1ccc(CCNC(=O)CCSCc2ccccc2Cl)cc1	-1%

Further structures
SMILES	Chronic BCR inh
O=C(Nc1ccc(Br)cc1F)c1cc(S(=O)(=O)NC2CCCCC2)ccc1F	u
CCN(CC)C(=O)c1sc2c(c1C)c(=O)n(CCc1ccccc1)c(=O)n2Cc1cccc(Cl)c1	u
O=C(CCCCCn1c(=O)[nH]c2ccccc2c1=O)NCCc1ccccc1	0%
O=C(NCc1ccccc1Cl)c1ccc2c(c1)NC(=O)C(CS(=O)(=O)Cc1ccc(Cl)cc1)N2 (centres undefined)	15%
Cc1ccc(-n2cc(-c3ccccc3)c3c(N4CCCCC4)ncnc32)cc1	u
Cc1ccc(NC(=O)Cn2c(=O)c(CNc3ccccc3)cc3cc4c(cc32)OCCO4)cc1	-22%
COc1ccc(-c2nnc(SCC(=O)c3ccc(NC(C)=O)cc3)o2)cc1OC	u
Cc1cc(C)cc(NC(=O)c2cc(S(=O)(=O)NCCC3=CCCCC3)ccc2F)c1	12%
Cc1ccc(N(CC(=O)NCc2ccc(Cl)cc2)S(=O)(=O)N(C)C)cc1	2%
CCCN(CCC)CCCNC(=O)C1CCC(CNS(=O)(=O)c2ccc(NC(C)=O)cc2)CC1 (centres undefined)	-17%
COc1ccc(C(=O)NCC(c2ccc3c(c2)OCO3)N2CCOCC2)cc1 (centres undefined)	-1%
CCOc1ccc(Nc2ncnc3c2c(-c2ccccc2)cn3-c2cccc(C)c2)cc1	-1%
CCCCCOc1ccc(NC(=O)Cn2c(-c3nonc3N)nc3ccccc32)cc1	1%
CCOc1ccc(N2CC(NC(=O)c3ccc4c(c3)OCO4)CC2=O)cc1 (centres undefined)	u
Cc1ccc(-c2cc(C(F)(F)F)n3nc(C(=O)NCC45CC6CC(CC(C6)C4)C5)cc3n2)cc1	-1%
CC(=O)c1ccc(NC(=O)CSc2nnc(-c3ccncc3)n2-c2ccccc2)cc1	-4%
COc1cccc(N2CC(NC(=O)c3ccco3)CC2=O)c1 (centres undefined)	-15%
COc1ccccc1NC(=O)Cn1c(=O)n(-c2cccc(C)c2)c(=O)c2c1c1cc(C)ccc1n2C	-5%
Cc1c(C(=O)NCc2ccc(F)cc2)oc2ccc(S(=O)(=O)N3CCCCC3)cc12	7%
CCCN1CCCc2cc(CN(CCCN3CCOCC3)C(=O)Nc3ccc(CC)cc3)ccc21	2%
COc1ccc(C(=O)Nc2ccc3c(c2)N(C)C(=O)c2ccccc2S3)cc1OC	-24%
CSc1nc2sc3c(c2c(=O)n1-c1ccccc1C)CCCC3	u
COc1ccc(C(C)=O)cc1CSc1nc(Nc2ccc(F)c(F)c2)c2ccccc2n1	-27%
COc1ccc(Nc2ncnc3c2c(-c2ccccc2)cn3-c2ccc(C)c(Cl)c2)cc1OC	-3%
O=C(CN1N=C(c2ccccc2)CCC1=O)NCc1ccc(F)cc1Cl	-17%
SMILES	Chronic BCR inh
CCOC(=O)c1ccccc1NC(=O)CSc1nc(=O)[nH]c2c1CCC2	u
Cc1ccc2nc(N(Cc3cccnc3)C(=O)CCS(=O)(=O)c3ccccc3)sc2c1	-8%
COc1cccc(CNC(=O)c2ccc3c(=O)n4nc(Nc5ccccc5)sc4nc3c2)c1	u
O=C(CCC1N=C2c3ccccc3N=C(SCc3ccccc3F)N2C1=O)NCc1ccc(F)cc1 (centres undefined)	9%
CCc1ccc(NC(=O)CSC2=Nc3ccccc3C3=NC(CC(=O)NC4CCCCC4)C(=O)N23)cc1 (centres undefined)	12%
CCOc1ccc(CC(=O)NCCc2sc3nc(-c4ccc(OC)cc4)nn3c2C)cc1	-18%
COc1ccc(OC)c(NC(=O)CSc2nc3ccccc3c(=O)n2CCC(=O)NC2CCCCC2)c1	4%
CCc1ccccc1NC(=O)C(CC)Sc1ncnc2c1sc1ccccc12 (centres undefined)	-3%
CCCC(=O)N1CCN(c2nc3c(OC)ccc(C)c3s2)CC1	-4%
CCOC(=O)CSc1nc2cc3c(cc2c(=O)n1CCCCCC(=O)NCc1ccc(OC)cc1)OCO3	-3%
CCOc1ccc(NC(=O)CSC2=Nc3ccccc3C3=NC(CC(=O)NCc4ccc5c(c4)OCO5)C(=O)N23)cc1 (centres undefined)	10%

Shown field by field: entries from further up
Cc1ccc2nc(N(Cc3cccnc3)C(=O)CCS(=O)(=O)c3ccccc3)sc2c1
- Chronic BCR inh: -8%
COc1cccc(CNC(=O)c2ccc3c(=O)n4nc(Nc5ccccc5)sc4nc3c2)c1
- Chronic BCR inh: u

Structures above that contain an NH in an aromatic ring, in the order listed:
SMILES	Chronic BCR inh
O=C(COC(=O)C(Cc1c[nH]c2ccccc12)NC(=O)c1ccc(Cl)cc1)c1ccc(Cl)cc1 (centres undefined)	8%
CC(C)(C)c1ccc(C(=O)NC(Cc2c[nH]c3ccccc23)C(=O)OCC(=O)c2ccc(Br)cc2)cc1 (centres undefined)	u
O=C(CSc1ccnc(=O)[nH]1)NCc1ccc(F)cc1	u
O=C(CCCCCn1c(=O)[nH]c2ccccc2c1=O)NCCc1ccccc1	0%
CCOC(=O)c1ccccc1NC(=O)CSc1nc(=O)[nH]c2c1CCC2	u

The list is partial (hit frequency here may not be typical).
